Assay outcomes from PubChem BioAssay.
ERp5 inh: blocks human ERp5 reductase activity on insulin. ERp5 insulin aggregation, absorbance 650 nm, 90 min. AID 651711. Q15084. inhibition, % at 9.99 µM. hit rate 0.05% among 350,000;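 active means mean replicate inhibition above about 25%, with every replicate also reaching it, limit read from the data, passing the limit was not always enough; inconclusive means only one of those two criteria met; inactive means neither criterion met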
Target sequence (Q15084 whole entry, looked up): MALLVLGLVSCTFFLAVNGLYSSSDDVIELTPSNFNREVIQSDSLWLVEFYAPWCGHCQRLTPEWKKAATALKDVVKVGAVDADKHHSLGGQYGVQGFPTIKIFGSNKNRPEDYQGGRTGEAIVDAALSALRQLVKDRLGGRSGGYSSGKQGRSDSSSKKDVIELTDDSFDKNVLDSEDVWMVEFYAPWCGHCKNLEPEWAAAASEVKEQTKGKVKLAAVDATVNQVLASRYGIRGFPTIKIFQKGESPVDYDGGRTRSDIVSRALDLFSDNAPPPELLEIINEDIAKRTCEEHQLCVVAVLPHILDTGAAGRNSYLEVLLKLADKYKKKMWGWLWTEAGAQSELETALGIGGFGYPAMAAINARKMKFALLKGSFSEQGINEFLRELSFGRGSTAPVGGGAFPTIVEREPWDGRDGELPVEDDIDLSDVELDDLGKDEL
RAD52 inh: inhibitors of human RAD52 DNA annealing; recombinant RAD52 DNA annealing, FRET fluorescence; inhibition, % at 18.7 µM; AID 651710; P43351; hit rate 0.46% among 360,000;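 active means every replicate showing at least 50% inhibition; inconclusive means mean inhibition at least 50% but not in every replicate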
esBAF inh: inhibitors of esBAF chromatin remodeling in mouse ES cells; reporter increase, % at 12.5 µM; Bmi1-luciferase knock-in reporter, 24 h; 100% = twice the neutral-well signal; hit rate 2% among 350,000; in the data active means activation above about 40%; inconclusive means no clear call, values can overlap the other calls;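 further: 0% = median of the plate's neutral control wells and 100% = double that signal; a rise in the Bmi1 reporter signal indicates esBAF inhibition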
PglD DTNB: inhibitors of Campylobacter jejuni PglD acetyltransferase; purified PglD enzyme, DTNB colorimetric CoA detection; inhibition, % at 12.5 µM; hit rate 0.098% among 360,000; in the data active means inhibition above about 16%, passing the limit was not always enough; inconclusive means no clear call, values can overlap the other calls; further: strong numbers were not always called active
RAD54 inh: RAD54 (human) branch migration inhibition; RAD54 Holliday junction branch migration, FAM/BHQ fluorescence; inhibition, % at 10.4 µM; hit rate 0.14% among 360,000; AID 602329;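 active means mean normalized replicate activity at least 40 and at least half of replicates scoring 40 or more; inconclusive means only one of the two criteria met; inactive means mean below 40 and under half of replicates reaching 40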;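 further: 0% = median of neutral control wells and 100% = median of positive control wells; inhibitors cause a drop in the FAM fluorescence signal; in these data hits start at about 50%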
ARNT-TACC3 inh: disruptors of human ARNT/TACC3 interaction; Q9Y6A5; AlphaScreen His-ARNT PAS-B/GST-TACC3 binding, luminescence; TACC3 fragment carries E629A point mutation; inhibition, % at 9.99 µM; hit rate 0.66% among 390,000;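 active means mean inhibition of replicates at least 50% and at least half of replicates each reaching 50%; inconclusive means half or more replicates reach 50% but mean below 50%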;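 further: 0% = complete ARNT plus TACC3 wells and 100% = ARNT alone without TACC3; many hits fall short of the cut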
CASP6 VEID inh: blocks human caspase-6 cleavage activity; hit rate 0.53% among 350,000; purified caspase-6, Z-VEID-R110 cleavage fluorescence; inhibition, % at 12.5 µM;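 active means mean inhibition across replicates at least about 35%, with every replicate also reaching that limit, limit read from the data; inconclusive means only one of the two criteria met; inactive means neither criterion met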;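 further: 0% = median of neutral control wells and 100% = no fluorescence left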
Target sequence (P55212 24-179 limits assumed): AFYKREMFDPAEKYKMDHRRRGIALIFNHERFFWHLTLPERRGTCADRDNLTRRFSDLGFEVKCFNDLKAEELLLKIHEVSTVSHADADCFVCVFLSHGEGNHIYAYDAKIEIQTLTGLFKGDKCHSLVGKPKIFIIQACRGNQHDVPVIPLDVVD
Target sequence (P55212 194-293 limits assumed): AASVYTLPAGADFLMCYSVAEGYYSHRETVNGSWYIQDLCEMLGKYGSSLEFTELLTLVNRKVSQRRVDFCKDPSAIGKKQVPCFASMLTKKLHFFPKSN
E-sel inducer: induces E-selectin expression in human endothelial cells; activation, % at 7.58 µM; HUVEC E-selectin immunofluorescence imaging; normalized: neutral wells 0, TNF-alpha wells 100; hit rate 0.37% among 260,000; P16581; AID 686992;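 active means mean E-selectin-positive cell signal at least 10% of the positive control, reached in at least 60% of replicates, without over 20% cell loss; inconclusive means no rule given, readout overlaps actives, possibly toxicity-flagged; inactive means the rest, including those meeting only one limit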;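 further: in these data hits start at about 27%; measured in HUVEC primary endothelial cells; signal is the percent of cells scored E-selectin positive by PE staining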
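Read-out: % PE-positive cells | Test system: HUVEC | Doses: One compound dose added by pin transfer | Buffer or medium: EGM-2 over gelatin coat | Signal: Immunofluorescence imaging | Benchmarks: TNF-alpha, DMSO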
Starred values were filed as active, the others as inactive; ? = inconclusive; / = not tested or not shown.

Sequence of screens: ERp5 inh	E-sel inducer	RAD52 inh	PglD DTNB	CASP6 VEID inh	esBAF inh	RAD54 inh	ARNT-TACC3 inh
> CS(=O)(=O)N1CCCCN2[C@H](C1)[C@H](c1ccc(C#Cc3ccccn3)cc1)[C@@H]2CO
    -1	0.1	-50	-5	0	/	3	9
> COc1cc(/C=N/Nc2ccccn2)cc(OC)c1O
    -5	/	8	/	2	/	/	66*
> CCC(=O)Nc1ccc(S(=O)(=O)N2CCc3ccccc32)cc1
    0	0.5	-62	-5	-3	3	-4	-2
> CCOC(=O)CCNC(=O)N1CCCC(Cc2ccccc2)(C(=O)OCC)C1 (centres undefined)
    5	/	2	1	1	3	-3	-11
> O=C(Cc1cccnc1)N1CC2(C1)[C@H](c1ccccc1)[C@@H](CO)N2C(=O)C1CCCCC1
    -4	0.5	-16	/	0	/	/	/
> CCCC(=O)OC(C(=O)Nc1cc(C(F)(F)F)ccc1Cl)c1ccccc1 (centres undefined)
    -1	/	-26	0	-2	/	-9	0
> CCOC(=O)c1ccc(NC(=O)CC2C(=O)N(c3ccc(F)cc3)C(=O)N2CCC(C)C)cc1 (centres undefined)
    /	/	/	-3	/	6	-2	0
> O=C(CN1C(=O)NC2(CCOc3ccccc32)C1=O)NCc1ccc(F)cc1 (centres undefined)
    -12	/	2	-2	1	-2	1	4
> COCC(=O)Nc1ccc2c(c1)C(=O)N(C)C[C@H](OC)[C@@H](C)CN(CCc1ccccc1)[C@@H](C)CO2
    -5	0.6	5	3	2	1	0	1
> COc1ccc(S(=O)(=O)N2CCC(C)CC2)cc1N(C)S(=O)(=O)c1ccccc1
    -2	-0.2	-12	-13	4	-3	5	2
> C=CCn1c(SCc2ccc3c(c2)OCO3)nc2scc(-c3ccco3)c2c1=O
    /	/	/	3	/	9	-15	0
> C[C@H]1CN([C@@H](C)CO)C(=O)c2cc(C#CC3CC3)cnc2O[C@@H]1CN(C)Cc1cccc(C(=O)O)c1
    2	1.3	-12	-1	/	-3	6	-12
> COC(=O)c1cccc(N2C(=O)C(Cl)=C(N3CCOCC3)C2=O)c1
    /	/	/	-1	/	2	2	-8
> Cc1noc(C)c1S(=O)(=O)N(C)C[C@@H]1OCCCC[C@@H](C)Oc2ccc(NC(=O)c3ccccc3)cc2C(=O)N([C@@H](C)CO)C[C@@H]1C
    -6	0.8	-31	0	-3	5	-11	-3
> C[C@@H]1CN([C@H](C)CO)C(=O)c2cc(NS(=O)(=O)c3cccs3)ccc2O[C@@H]1CN(C)S(C)(=O)=O
    -5	-6.0	-2	-3	-2	1	4	-12
> O=C(N[C@H](Cc1ccccc1)C(=O)NCc1ccccn1)[C@H]1O[C@@H](n2ccc(=O)[nH]c2=O)[C@H](O)[C@@H]1O
    5	0.0	-6	/	2	/	/	/
> Cc1cc(C(=O)Nn2cnnc2)cs1
    /	/	/	-1	/	-7	-6	0
> COc1ccc(C(=O)Nc2cccc(-c3ccc(N4CCOCC4)nn3)c2)cc1
    3	/	-27	5	7	45*	10	0
> O=P(OC1CCCCC1)(OC1CCCCC1)C(O)c1ccccc1 (centres undefined)
    /	/	/	-3	/	2	3	-9
> O=C(c1ccc(-n2cncn2)c([N+](=O)[O-])c1)N1CCN(S(=O)(=O)c2ccc(Cl)cc2)CC1
    1	0.1	-12	6	-1	/	7	1
> Nc1nc(SCC(=O)c2cc(F)ccc2F)n[nH]1
    6	3.3	-7	/	0	/	/	-2
> COc1ccc(NC(=O)N(C)C[C@H]2Oc3ccc(N(C)C)cc3CC(=O)N([C@H](C)CO)C[C@@H]2C)cc1
    -6	327*	-9	-4	1	0	4	-13
> Clc1cc(Sc2ccc(Br)cc2)nnc1-c1ccccc1
    /	/	/	-3	/	-11	2	-1
> Cc1ccc(CNC(=O)CN(C(=O)N2CCN(C)CC2)S(=O)(=O)c2ccc(C)cc2)cc1
    0	3.5	-11	/	2	/	/	0
> C[C@@H]1CN([C@H](C)CO)C(=O)Cc2cc(NC(=O)c3ccncc3)ccc2O[C@@H]1CN(C)Cc1ccc(C(=O)Nc2ccccc2N)cc1
    -2	-4.0	6	/	2	/	/	/
> CCCN1[C@@H]2Cn3c(ccc(-c4ccc(OC)cc4)c3=O)[C@H]1[C@@H](C(=O)NCC)[C@@H]2CO
    1	0.1	3	/	-2	/	/	/
> O=C(Nc1ccccc1)c1c(F)c(F)c(F)c(F)c1F
    2	/	-12	3	4	-3	3	-14
> CC(C)CC(NC(=O)C1CCC(C)CC1)C(=O)Nc1ccc2c(c1)OCCO2 (centres undefined)
    6	-0.1	-13	-3	1	-19	2	-14
> COc1cc(N2CCCC2)c(OC)cc1/C=C(/C#N)c1cccc(F)c1
    /	/	/	1	/	-5	-26	-2
> O=C(c1ccccc1)N1C[C@H]2[C@@H](c3ccccc31)[C@H](CO)N2Cc1ccccc1F
    -3	0.4	-2	-1	-1	4	-2	-6

Complete entries, quoted from the list. Screens in order: ERp5 inh, E-sel inducer, RAD52 inh, PglD DTNB, CASP6 VEID inh, esBAF inh, RAD54 inh, ARNT-TACC3 inh
Listed for O=C(Nc1ccccc1)c1c(F)c(F)c(F)c(F)c1F : 2, /, -12, 3, 4, -3, 3, -14
Listed for CCC(=O)Nc1ccc(S(=O)(=O)N2CCc3ccccc32)cc1 : 0, 0.5, -62, -5, -3, 3, -4, -2
Listed for Cc1ccc(CNC(=O)CN(C(=O)N2CCN(C)CC2)S(=O)(=O)c2ccc(C)cc2)cc1 : 0, 3.5, -11, /, 2, /, /, 0
Listed for CCCC(=O)OC(C(=O)Nc1cc(C(F)(F)F)ccc1Cl)c1ccccc1 (centres undefined) : -1, /, -26, 0, -2, /, -9, 0
Listed for CS(=O)(=O)N1CCCCN2[C@H](C1)[C@H](c1ccc(C#Cc3ccccn3)cc1)[C@@H]2CO : -1, 0.1, -50, -5, 0, /, 3, 9

(cont.)
Sequence of screens: ERp5 inh	E-sel inducer	RAD52 inh	PglD DTNB	CASP6 VEID inh	esBAF inh	RAD54 inh	ARNT-TACC3 inh
> COc1cccc(-c2ccc([C@@H]3[C@H](CO)N4CCCCN(CC5CC5)C[C@@H]34)cc2)c1
    17	0.0	5	3	-2	-3	-20	-1
> CC(C)Cc1cc(C(=O)Nc2cccc(O)c2)no1
    1	7.5	-7	/	2	-27	/	/
> Cn1c(SCC(=O)Nc2ccccc2)nnc1-c1ccc(NC(=O)CCc2ccccc2)cc1
    /	/	/	-3	/	7	-3	-1
> Cc1ccccc1N(CC(=O)NCCSCc1ccco1)S(C)(=O)=O
    -5	/	-14	/	2	/	/	7
> CC(C)(C)c1ccc(C(=O)N2CCN(C(=O)C3CCCCC3)CC2)cc1
    1	-0.1	4	1	-2	-1	-6	-55
> C[C@@H]1CN([C@@H](C)CO)C(=O)c2cc(-c3cccnc3)cnc2O[C@@H]1CN(C)Cc1ccc(-c2ccccc2)cc1
    0	-0.2	-7	-10	-2	-3	-8	4
> CN(C)CC(=O)Nc1ccc2c(c1)[C@H]1C[C@H](CC(=O)N3CCN(C)CC3)O[C@@H](CO)[C@H]1O2
    -1	-0.1	-4	7	0	4	-2	-2
> NC(=O)CSc1cn(Cc2ccccc2)c2ccccc12
    2	2.9	-19	/	0	/	/	-11
> O=C([C@@H]1[C@@H](CO)[C@@H]2Cn3c(cccc3=O)[C@@H]2N1C(=O)C1CCCC1)N1CCOCC1
    -5	0.0	-9	/	1	/	/	/
> Cc1noc(C)c1NC(=O)N(C)C[C@@H]1Oc2ccc(NS(=O)(=O)c3ccccc3)cc2C(=O)N([C@@H](C)CO)C[C@@H]1C
    4	0.0	-4	1	0	-2	-2	-1
> O=C1CC2(CCN(C(=O)COc3ccccc3F)CC2)Oc2ccccc21
    0	-1.7	4	-4	2	-4	-1	-2
> CC(=O)Nc1ccc(S(=O)(=O)NCCS(=O)(=O)N2CCN(c3ccccc3F)CC2)cc1
    5	?	-2	3	-1	-5	7	3
> COc1cccc(Nc2ccccc2C(=O)O)c1
    -1	-0.1	-8	/	-2	/	/	-7
> COCCNc1nc(N2CCCCC2)c2cnn(C)c2n1
    -6	/	-6	-4	-3	-13	-10	3
> CN(/N=C/c1cccc(Br)c1)C1=NS(=O)(=O)c2ccccc21
    5	0.0	-5	-2	-1	1	-22	-5
> N#Cc1c(-c2ccccc2)cc(-c2ccccc2)nc1Br
    3	9.1	-14	3	-4	-3	12	3
> COc1ccc(NC(=O)Nc2ccc3c(c2)C(=O)N([C@H](C)CO)C[C@H](C)[C@@H](CN(C)C(=O)NC(C)C)OCCCC[C@H](C)O3)cc1
    -10	/	3	0	0	-5	0	-7
> O=C(C[C@H]1C[C@H]2c3cc(NC(=O)C4CCC4)ccc3O[C@H]2[C@H](CO)O1)NCc1cc(F)ccc1F
    -4	-0.6	1	0	1	3	1	-8
> CCC(C)(C)C1CCc2[nH]nc(C(=O)NCCNC(=O)OC(C)(C)C)c2C1 (centres undefined)
    0	-0.1	-9	4	-1	-3	0	-3
> CCOc1ccc(CC(=NCCO)C2=C(O)CC(C)(C)CC2=O)cc1OCC
    4	-1.9	-6	/	4	/	/	-3
> CCc1c(-c2cccc(F)c2)ncn1CCc1ccccc1OC
    1	0.1	-10	/	-2	/	/	/
> COc1ccc(OC(C)C(=O)Nc2ccccc2C(F)(F)F)cc1 (centres undefined)
    7	/	-5	-2	-4	0	0	-3
> CCCc1nc(SCc2cccnc2)c2c(=O)n(C)c(=O)n(C)c2n1
    -2	-0.6	13	-4	0	0	-1	-3
> CC1CN(CCOc2ccc(Cl)c(Cl)c2)CC(C)O1 (centres undefined)
    -1	/	-3	-2	-3	5	-7	-8
> COc1ccc2nc(NC(=O)CSc3nnnn3C3CCCCC3)sc2c1
    4	/	6	-2	2	1	-7	-22
> CC(C)(Oc1ccc(Cl)cc1)C(=O)Nc1ccncc1
    /	/	/	-3	/	15	-8	-3
> C[C@H]1CN([C@@H](C)CO)S(=O)(=O)c2ccc(Br)cc2O[C@H]1CN(C)Cc1cncnc1
    -4	-0.2	-1	0	3	2	-2	1
> CCCCn1nc(C(=O)N(CC(C)C)c2c(N)n(CCCC)c(=O)[nH]c2=O)c2ccccc2c1=O
    0	-1.6	-5	-5	-6	-3	3	-2
> COC(=O)Cc1c(O)ccn(CCc2ccc(S(N)(=O)=O)cc2)c1=O
    4	/	-14	-6	3	-2	-1	-8
> Cc1oc2c(c1C(=O)N1CCC(C)CC1)C(=O)c1ccccc1C2=O
    9	4.9	-100	/	1	/	/	/
> CCCNC(=O)C[C@H]1CC[C@H]2[C@H](COc3ccc(NC(=O)Nc4cccc(C)c4)cc3C(=O)N2C)O1
    1	0.0	5	-30	1	1	-8	1

3 structures out of the list, sorted by SMILES length, ascending:
Sequence of screens: ERp5 inh	E-sel inducer	RAD52 inh	PglD DTNB	CASP6 VEID inh	esBAF inh	RAD54 inh	ARNT-TACC3 inh
> CCc1c(-c2cccc(F)c2)ncn1CCc1ccccc1OC
    1	0.1	-10	/	-2	/	/	/
> COc1ccc2nc(NC(=O)CSc3nnnn3C3CCCCC3)sc2c1
    4	/	6	-2	2	1	-7	-22
> COc1cccc(-c2ccc([C@@H]3[C@H](CO)N4CCCCN(CC5CC5)C[C@@H]34)cc2)c1
    17	0.0	5	3	-2	-3	-20	-1

An unsorted share of the library; about 3.2% have a hit in one of these screens.
